Vif-APOBEC3F blk: blocks the Vif interaction with APOBEC3F. HeLa A3F-eYFP + Vif (tagged APOBEC3F with the HIV-1 protein that degrades it), YFP fluorescence increase. Potency, µM (titrated, usually from 46.1 µM), inactives show at the highest dose activity, negative = active. hit rate 0.2% among 390,000. AID 602313; also: % of control where 0% means no effect; nearly all actives have a fitted effect of over 65% in size
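HeLa cells stably expressing A3F-eYFP plus Vif, plated and incubated overnight at 37 deg C, then exposed to compounds overnight at 37 deg C. Blocked degradation read as raised yellow fluorescence (Ex 488/Em 500-530).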
RGS4 inhibitor: inhibitors of human regulator of G protein signaling 4; AID 504845; hit rate 0.039% among 390,000; Potency, µM (series often up to 114 µM), without a hit: top-dose activity change, negative = inhibition, hits mostly inhibitors; Transcreener GDP fluorescence polarization, RGS4-accelerated GTP hydrolysis; also: % is scaled to controls: 0 for no effect and ±100 for the full control effect; nearly all actives have a fitted effect of over 75% in size; some results filed as inactive show a strong effect at the top dose
Target sequence (P49798 whole entry, looked up): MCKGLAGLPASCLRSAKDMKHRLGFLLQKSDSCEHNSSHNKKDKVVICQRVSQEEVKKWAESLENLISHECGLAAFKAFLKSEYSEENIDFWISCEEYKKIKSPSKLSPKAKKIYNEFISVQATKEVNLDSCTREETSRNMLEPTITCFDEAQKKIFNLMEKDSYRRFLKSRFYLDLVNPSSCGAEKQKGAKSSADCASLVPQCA
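MLSMR compounds (23 nl, pin-transferred) preincubated 10 min at room temperature with a 500nM (2x) first reagent, then RGS4 at 900nM (2x) plus Transcreener GDP mix added; fluorescence polarization (620/688 nm) read before and after 90 min at 30 °C.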
USP1 inh: inhibitors of human USP1/UAF1 deubiquitinase | Potency, µM (series often up to 57.1 µM), inactives show top-dose activity change, negative = inhibition, actives largely listed as inhibitors | recombinant USP1/UAF1, Ub-Rhodamine cleavage fluorescence | O94782 | hit rate 0.23% among 390,000; also: % is scaled to controls: 0 for no effect and ±100 for the full control effect; nearly all actives have a fitted effect of over 60% in size; inactives centre near -12
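Step one: compound is pinned into 1nM USP1/UAF1 in HEPES pH 7.8 buffer with TCEP. Step two: 15 min room-temperature incubation. Step three: Ub-Rho (150nM final) starts cleavage, tracked by fluorescence over six one-minute reads.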
rTrxR1 inhibitor: rat TrxR1 inhibition. O89049. recombinant rTrxR1, NADPH fluorescence consumption, selenite substrate. Potency, µM (titrated, usually from 114 µM), for inactives: at the top dose activity change, negative = inhibition, hits mostly inhibitors. hit rate 1% among 390,000. AID 588453; also: % is scaled to controls: 0 for no effect and ±100 for the full control effect; nearly all actives have a fitted effect of over 65% in size
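Rat TrxR1 (90 nM in the dispensed reagent) was pre-reduced with 400 uM NADPH for 5 min at room temperature, then incubated with compound for 15 min. After 400 uM selenite was added, NADPH fluorescence (Ex 340/Em 450 nm) was followed for 8 min.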
RXFP1 agonist: agonists of human relaxin receptor RXFP1. Potency, µM (series often up to 57.5 µM), inactives show at the top dose activation, usual class: activators. HEK293T-RXFP1 cAMP TR-FRET, 30 min; response scale: percent of porcine relaxin response, buffer zero. hit rate 0.3% among 370,000; also: % is scaled to controls: 0 for no effect and ±100 for the full control effect; nearly all actives have a fitted effect of over 60% in size; many of its hits are not listed in these tables
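HEK293T cells stably expressing RXFP1 were pretreated with the PDE4 inhibitor Ro 20174, exposed to compounds for 30 min at 37C, lysed, and cAMP was read by TR-FRET. Data normalized to buffer (basal) and 29 nM porcine relaxin (100%).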
Vif-APOBEC3G blk: inhibitors of Vif-APOBEC3G interaction. HeLa A3G-eYFP + Vif (tagged APOBEC3G with the HIV-1 protein that degrades it), YFP fluorescence, overnight. Potency, µM (top dose mostly 46.1 µM), for inactives: at the top dose activity, negative = active, usual class: inhibitors. AID 602310. Q9HC16. hit rate 0.076% among 410,000;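 also: % is scaled to controls: 0 for no effect and ±100 for the full control effect; nearly all actives have a fitted effect of over 60% in size; hits raise eYFP signal because A3G escapes Vif-driven loss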
Target sequence (Q9HC16 whole entry, looked up): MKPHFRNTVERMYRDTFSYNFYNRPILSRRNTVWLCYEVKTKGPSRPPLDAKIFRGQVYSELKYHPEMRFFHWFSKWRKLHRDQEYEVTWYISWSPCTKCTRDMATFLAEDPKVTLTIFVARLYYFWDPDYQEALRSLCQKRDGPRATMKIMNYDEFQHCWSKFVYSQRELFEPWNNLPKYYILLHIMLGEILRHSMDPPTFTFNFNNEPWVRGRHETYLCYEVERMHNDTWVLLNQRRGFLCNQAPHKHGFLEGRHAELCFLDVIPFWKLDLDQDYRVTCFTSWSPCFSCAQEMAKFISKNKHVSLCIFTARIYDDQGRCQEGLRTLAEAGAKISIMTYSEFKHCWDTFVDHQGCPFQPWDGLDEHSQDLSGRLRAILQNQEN
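Read-out is eYFP fluorescence (Ex 488/Em 500-530) from Vif-expressing HeLa A3G-eYFP cells; more signal means A3G escaped Vif-mediated degradation. Cells plated overnight, compound pinned in, incubated overnight at 37 deg C.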
12-LOX inh: blocks human arachidonate 12S-lipoxygenase; P18054; Potency, µM (titrated, usually from 108 µM), for inactives: at the top dose activity change, negative = inhibition, usual class: inhibitors; hit rate 1.1% among 580,000; purified 12hLO, xylenol orange hydroperoxide absorbance; also: % is scaled to controls: 0 for no effect and ±100 for the full control effect
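Purified human 12hLO at 150 nM in 25 mM Hepes, 0.01% Triton X-100, pH 7.0, preincubated 15 min at room temperature with compound. Reaction started with 40 uM arachidonic acid, 30 min at room temperature. Hydroperoxide measured by Fe-xylenol orange, 573/405 nm absorbance ratio.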
mIDH1 inhibitor: blocks human mutant IDH1 R132H enzyme. O75874. AID 602179. hit rate 0.093% among 390,000. IDH1-R132H enzyme, NADPH consumption, diaphorase/resazurin fluorescence. Potency, µM (top dose mostly 76.6 µM), inactives show at the highest dose activity change, negative = inhibition, usual class: inhibitors; also: % is scaled to controls: 0 for no effect and ±100 for the full control effect; nearly all actives have a fitted effect of over 65% in size
Target sequence (O75874 whole entry R132H, stated change not applied): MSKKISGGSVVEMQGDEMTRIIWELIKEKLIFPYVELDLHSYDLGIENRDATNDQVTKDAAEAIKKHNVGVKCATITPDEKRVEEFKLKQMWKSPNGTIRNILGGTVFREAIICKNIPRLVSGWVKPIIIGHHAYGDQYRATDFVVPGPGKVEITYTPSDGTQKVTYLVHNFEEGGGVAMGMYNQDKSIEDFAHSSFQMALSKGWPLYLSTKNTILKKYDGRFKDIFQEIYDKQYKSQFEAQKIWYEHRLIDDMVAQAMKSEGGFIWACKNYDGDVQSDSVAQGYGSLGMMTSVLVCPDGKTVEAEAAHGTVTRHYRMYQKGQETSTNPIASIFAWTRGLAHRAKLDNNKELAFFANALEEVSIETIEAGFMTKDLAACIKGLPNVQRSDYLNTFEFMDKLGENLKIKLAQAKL
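IDH1-R132H (0.5 ug/mL dispensed) in pH 7.5 Tris buffer was preincubated 30 min with compound, then given a substrate mix of 0.016 mM NADPH and 2 mM alpha-KG for 80 min at room temperature; remaining NADPH was read by diaphorase/resazurin fluorescence.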
TrxR1 substrate: is turned over as a substrate by rat TrxR1 | Potency, µM (highest dose often 114 µM), without a hit: at the top dose activity change, negative = substrate turnover | O89049 | purified TrxR1 substrate turnover, NADPH consumption readout | hit rate 0.01% among 390,000 | AID 588456; also: % is scaled to controls: 0 for no effect and ±100 for the full control effect; nearly all actives have a fitted effect of over 50% in size
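Rat TrxR1, dispensed at 90 nM, was prereduced with 400 uM NADPH (final) for 5 min at ~22 deg C, then incubated with compound 15 min before 400 uM selenite. A first-read NADPH fluorescence drop versus no-compound background flagged substrates.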
Active calls of the source: *; ? = inconclusive; / = no result given; & = joins results of further samples; [ ] = dose if it differs, or a comment. Calls follow the shape of the dose curve; as a rule, active = well fitted curve in the direction sought with a large enough effect; inconclusive = small, poorly fitted or top-dose-only effect, or another doubt; inactive = no such curve, though single readings can be large; an effect the other way counts as inactive or inconclusive. Potency is read from the fitted curve at half-maximal effect.

Below each compound – Vif-APOBEC3F blk	RGS4 inhibitor	USP1 inh	rTrxR1 inhibitor	RXFP1 agonist	Vif-APOBEC3G blk	12-LOX inh	mIDH1 inhibitor	TrxR1 substrate
(1) Cc1cc([N+](=O)[O-])cc(/C=N\NC(=O)C2COc3ccccc3O2)c1O (stereo not given)
 : 4%	-7%	-20%	-1%	0.8%	0%	?	0%	-11%
(2) N#CC1CCCc2c1[nH]c1ccc([N+](=O)[O-])cc21 (stereo not given)
 : 1%	25%	-12%	3%	-1.9%	-20%	-16%	-2%	-1%
(3) Cc1ccc(C)c(NC(=O)N(C)CCc2c(C)nn(C)c2C)c1
 : -4%	7%	-22%	3%[57.1 µM]	1.3%	-1%	-22%	-15%	0%[57.1 µM]
(4) COc1ccccc1/C=N/Nc1cc(N(C)C)nc(N(C)C)n1
 : -6%	-13%	-25%	9%[57.1 µM]	0.8%	1%	1%	2%	2%[57.1 µM]
(5) CCc1nc(-c2ccc(C)nc2OC)no1
 : 4%	-26%	-3%	31%[57.1 µM]	0.2%	2%	60%[activator]	2%	26%[57.1 µM]
(6) O=C(CCN1CCc2ccccc2C1)Nc1ccc(F)c(F)c1
 : 1%	7%[11.4 µM]	-10%	14%	-4.4%	0%	0%	-9%	2%
(7) COC(=O)C1(C)NC(c2ccc(O)cc2)C2C(=O)N(c3ccc4c(c3)OCCO4)C(=O)C21 (stereo not given)
 : 0%	-2%[56.9 µM]	-12%	11%	1.2%	-1%	0%	11%	10%
(8) COc1ccc(Nc2ncnc3c2cnn3C)c(OC)c1
 : 7%	3%	3%	-6%[57.1 µM]	30%	-7%	-10%	-12%	-9%[57.1 µM]
(9) COc1ccc(CC(=O)Nc2cccc(-c3ccc4nnc(C)n4n3)c2)cc1
 : 9%	3%	-24%	4%	2.1%	0%	0%	0%	-1%
(10) Cc1ccc(C(C)(C)C)c(OCCCn2ccnc2)c1
 : -1%	-25%	-22%	-12%[57.1 µM]	3.9%	-2%	-19%	-6%	-1%[57.1 µM]
(11) CCOc1cccc(CN2CCC(n3nccc3NC(=O)CCCc3ccccc3)CC2)c1
 : -3%	4%	-21%	30%	0.3%	-7%	?	7%	8%
(12) COc1ccccc1CCn1cc(C#N)c(=O)[nH]c1=O
 : 2%	-1%	-25%	15%	2.6%	0%	0%	3%	4%
(13) O=C(NCc1ccc2c(c1)OCO2)Nc1cccc(Cl)c1
 : 1%	-6%	-10%	4%	0.7%	1%	0%	-1%	-1%
(14) COC(=O)C1=CN(C2CC2)C=C(C(=O)OC)C1c1ccccc1OC
 : 2%	-8%	-24%	22%[57.1 µM]	6.1%	-2%	?	-1%	109%[activator][57.1 µM]
(15) Nc1ccc(Oc2ccc(N)c([N+](=O)[O-])c2)cc1[N+](=O)[O-]
 : 2%	/	?	/	/	-5%	?	-8%	/
(16) O=C(OCC(=O)N1CCOCC1)c1cc(S(=O)(=O)N2CCOCC2)c(Cl)cc1Cl
 : 1%	5%	-13%	10%	0.3%	0%	0%	-7%	0%
(17) C=CCN(C(=O)CN1CCCCC1)c1nc(-c2ccccc2)cs1
 : -19%	-5%	-5%	?	-0.5%	0%	-16%	3%	-6%
(18) CC(C)OC(=O)Cn1c(-c2ccccc2)c(-c2ccccc2)nnc1=O
 : -4%	36%	-24%	3%	-1.5%	-1%	24%	1%	-5%
(19) Cc1ccc(-n2ncc3c(=O)[nH]c(SCC(=O)N4CCCCC4)nc32)cc1
 : -7%	1%	-29%	14%	0.0%	-6%	0%	11%	4%
(20) CCN1C(=O)C(O)(CC(=O)C(C)(C)C)c2cc(Br)ccc21 (stereo not given)
 : 3%	10%	-18%	10%	2.1%	-5%	13%	6%	3%

Next records
Below each compound – Vif-APOBEC3F blk	RGS4 inhibitor	USP1 inh	rTrxR1 inhibitor	RXFP1 agonist	Vif-APOBEC3G blk	12-LOX inh	mIDH1 inhibitor	TrxR1 substrate
(21) C=C(Br)CN1CCN(CC(=C)Br)CC1
 : 4%	-10%	-13%	13µM*	0.9%	2%	313%[activator]	2%	3%
(22) CCCc1nnc(NC(=O)Cc2coc3ccc(C)cc23)s1
 : 1%	-20%	?	20%	1.1%	-4%	3%&8%	2%	4%
(23) COc1cccc(N2CCN(c3ncnc4c3nc3n4CCCCC3)CC2)c1
 : 3%	8%	?	2%	6.3%	-13%	0%	4%	-7%
(24) Cc1ccc(C(=O)Nc2nc3n(n2)C(c2ccccc2)CC(=O)N3)cc1 (stereo not given)
 : 1%	2%	-6%	15%[57.1 µM]	6.0%	1%	-17%	0%	12%[57.1 µM]
(25) CCCc1nn(C)c(C(=O)Nc2cccc(Cl)c2)c1Cl
 : -8%	-3%	-22%	28%	0.0%	0%	-26%	3%	9%
(26) CC(C)[C@H](NC(=O)c1ccccc1)C(=O)NC1CCCCCCC1
 : 8%	12%	-18%	22%	/	0%	0%	8%	0%
(27) CCCCN(Cc1cc2cccc(C)c2[nH]c1=O)S(C)(=O)=O
 : 0%	7%[11.4 µM]	-21%	22%	4.6%	-6%	0%	-4%	9%
(28) Cc1ccc(OCC(=O)NNC(=O)Cc2ccc(S(=O)(=O)N3CCOCC3)s2)cc1
 : 0%	12%	-8%	0%	2.0%	-5%	-14%	6%	-1%
(29) O=C(c1cc(-c2ccncc2)nc2ccccc12)N1CCOCC1
 : -7%	11%	0%	-9%	-1.4%	1%	14%	6%	-5%
(30) CCOC(=O)c1ccc(NC(=O)CC2C(=O)N(c3ccc(F)cc3)C(=O)N2Cc2ccc(C)cc2)cc1 (stereo not given)
 : -6%	20%	-9%	7%	-2.7%	2%	5%	12%	-10%
(31) CCOc1ccccc1NC(=O)Cn1c(=O)c2ccccc2n(CC)c1=O
 : 4%	3%	3%	4%	1.1%	1%	1%	-2%	-1%
(32) O=C(O)CN1C(=O)/C(=C\c2cccc(OC(=O)c3ccco3)c2)SC1=S
 : -6%	-38%	-10%	?	0.8%	2%	-22%	-1%	-11%
(33) CCCC(O)(CCC)C(=O)NN(C(=O)CCl)c1ccccc1
 : -2%	-15%[11.4 µM]	-19%	11µM*	1.5%	-26%	-22%	3%	8%
(34) COc1ccc(-c2nc(-c3ccccn3)no2)cc1
 : 1%	5%[11.4 µM]	-16%	10%	27%	7%	2%	4%	5%
(35) COc1ccccc1CNC(=O)c1cn(C)c2ccc(S(=O)(=O)N3CCC(C)CC3)cc2c1=O
 : -4%	6%	-4%	32%	4.0%	-1%	0%	-9%	1%
(36) COc1cc(OC)c(NC(=O)CC(C)=O)cc1Cl
 : 2%	1%	-22%	-4%	-1.4%	0%	3%	1%	-5%

Reformatted screen by screen: ten of the compounds above.
14. COC(=O)C1=CN(C2CC2)C=C(C(=O)OC)C1c1ccccc1OC
15. Nc1ccc(Oc2ccc(N)c([N+](=O)[O-])c2)cc1[N+](=O)[O-]
16. O=C(OCC(=O)N1CCOCC1)c1cc(S(=O)(=O)N2CCOCC2)c(Cl)cc1Cl
17. C=CCN(C(=O)CN1CCCCC1)c1nc(-c2ccccc2)cs1
18. CC(C)OC(=O)Cn1c(-c2ccccc2)c(-c2ccccc2)nnc1=O
19. Cc1ccc(-n2ncc3c(=O)[nH]c(SCC(=O)N4CCCCC4)nc32)cc1
20. CCN1C(=O)C(O)(CC(=O)C(C)(C)C)c2cc(Br)ccc21 (stereo not given)
21. C=C(Br)CN1CCN(CC(=C)Br)CC1
22. CCCc1nnc(NC(=O)Cc2coc3ccc(C)cc23)s1
23. COc1cccc(N2CCN(c3ncnc4c3nc3n4CCCCC3)CC2)c1
assay / compound	14	15	16	17	18	19	20	21	22	23
Vif-APOBEC3F blk	2%	2%	1%	-19%	-4%	-7%	3%	4%	1%	3%
RGS4 inhibitor	-8%	/	5%	-5%	36%	1%	10%	-10%	-20%	8%
USP1 inh	-24%	?	-13%	-5%	-24%	-29%	-18%	-13%	?	?
rTrxR1 inhibitor	22%[57.1 µM]	/	10%	?	3%	14%	10%	13µM*	20%	2%
RXFP1 agonist	6.1%	/	0.3%	-0.5%	-1.5%	0.0%	2.1%	0.9%	1.1%	6.3%
Vif-APOBEC3G blk	-2%	-5%	0%	0%	-1%	-6%	-5%	2%	-4%	-13%
12-LOX inh	?	?	0%	-16%	24%	0%	13%	313%[activator]	3%&8%	0%
mIDH1 inhibitor	-1%	-8%	-7%	3%	1%	11%	6%	2%	2%	4%
TrxR1 substrate	109%[activator][57.1 µM]	/	0%	-6%	-5%	4%	3%	3%	4%	-7%

Compound activity as filed in PubChem.

Only part of the results is shown; the hit share may differ from the screen's.
